Screening results (PubChem BioAssay)
VIM-2 inhibitor: inhibitors of Pseudomonas aeruginosa VIM-2 metallo-beta-lactamase; purified VIM-2, nitrocefin hydrolysis, epi-absorbance fluorescence; inhibition, % at 5.6 µM; 0.89% of 290,000 active;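 active means inhibition above the mean of all tested compounds plus 3 SD, cutoff set per screening run, cut at about 7.5% in these data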;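 further: red hydrolysis product quenches plate fluorescence so inhibitors raise well fluorescence; 0% = enzyme with DMSO and 100% = DMSO without enzyme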
MEKK3 PB1 HTS: raises or lowers MEK5 binding to the human MEKK3 PB1 domain. Q99759. bead-based flow cytometry, Alexa488-MEK5 binding to MEKK3; actives lie on both sides; 0 = blocked by unlabeled MEK5, 100 = vehicle. binding response (% of control), % at 10 µM. 1.4% of 290,000 active. AID 1529;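 active means binding response more than 3 SD above or below the average of its plate-row segment, actives on both sides; inconclusive means wells at one plate position flagged as instrument error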;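 further: Alexa488 bead fluorescence after subtracting the streptavidin-only scavenger bead signal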
IDE act: IDE (human) activation, cell-based; AID 493087; 0.073% of 340,000 active; activation, % at 5.96 µM; P14735; HEK cells, FAbeta-B cleavage, fluorescence polarization; 0% vehicle, 100% cell-free pure enzyme wells;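 active means activation above the mean of all tested compounds plus 3 SD, set per screening campaign, cut at about 17% in these data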
PHOSPHO1 block: blocks human PHOSPHO1 phosphatase activity; Q8TCT1; 1.1% of 290,000 active; inhibition, % at 13.3 µM; recombinant PHOSPHO1, absorbance phosphatase assay; in the data active means inhibition above about 60%
FID counter: fluorescent intercalator displacement, NS3 helicase counter-screen. DNA fluorescent intercalator displacement, fluorescence. inhibition, % at 7.9 µM. 0.17% of 290,000 active. AID 1845; in the data active means inhibition above about 37%;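 further: 0% = vehicle and 100% = reference compound; higher means more ethidium bromide displaced from hairpin DNA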
UBC9 SUMO inh: blocks human SUMOylation mediated by UBC9. HTRF SUMOylation assay, SAE1/SAE2 + UBC9, in vitro. inhibition, % at 35 µM. 0.36% of 290,000 active. AID 2006; in the data active means inhibition above about 50%, passing the limit was not always enough; inconclusive means no clear call, values can overlap the other calls; further: strong numbers were not always called active
pCIP destab: lowers stability of the mouse p/CIP coactivator protein; Q05BA5; F442A p/CIP-EGFP cells, EGFP fluorescence, 16 h; decrease of EGFP signal, % at 10 µM; 0.01% of 290,000 active; AID 1984;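 active means EGFP signal decrease of at least 30% at 10 µM or well 3 SD below plate mean, unless failing retest; inactive means the rest, including hits failing retest or dose response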; further: some compounds called inactive have numbers as strong as hits; many of its hits are not listed in these tables
Target sequence (Q05BA5 1-1403): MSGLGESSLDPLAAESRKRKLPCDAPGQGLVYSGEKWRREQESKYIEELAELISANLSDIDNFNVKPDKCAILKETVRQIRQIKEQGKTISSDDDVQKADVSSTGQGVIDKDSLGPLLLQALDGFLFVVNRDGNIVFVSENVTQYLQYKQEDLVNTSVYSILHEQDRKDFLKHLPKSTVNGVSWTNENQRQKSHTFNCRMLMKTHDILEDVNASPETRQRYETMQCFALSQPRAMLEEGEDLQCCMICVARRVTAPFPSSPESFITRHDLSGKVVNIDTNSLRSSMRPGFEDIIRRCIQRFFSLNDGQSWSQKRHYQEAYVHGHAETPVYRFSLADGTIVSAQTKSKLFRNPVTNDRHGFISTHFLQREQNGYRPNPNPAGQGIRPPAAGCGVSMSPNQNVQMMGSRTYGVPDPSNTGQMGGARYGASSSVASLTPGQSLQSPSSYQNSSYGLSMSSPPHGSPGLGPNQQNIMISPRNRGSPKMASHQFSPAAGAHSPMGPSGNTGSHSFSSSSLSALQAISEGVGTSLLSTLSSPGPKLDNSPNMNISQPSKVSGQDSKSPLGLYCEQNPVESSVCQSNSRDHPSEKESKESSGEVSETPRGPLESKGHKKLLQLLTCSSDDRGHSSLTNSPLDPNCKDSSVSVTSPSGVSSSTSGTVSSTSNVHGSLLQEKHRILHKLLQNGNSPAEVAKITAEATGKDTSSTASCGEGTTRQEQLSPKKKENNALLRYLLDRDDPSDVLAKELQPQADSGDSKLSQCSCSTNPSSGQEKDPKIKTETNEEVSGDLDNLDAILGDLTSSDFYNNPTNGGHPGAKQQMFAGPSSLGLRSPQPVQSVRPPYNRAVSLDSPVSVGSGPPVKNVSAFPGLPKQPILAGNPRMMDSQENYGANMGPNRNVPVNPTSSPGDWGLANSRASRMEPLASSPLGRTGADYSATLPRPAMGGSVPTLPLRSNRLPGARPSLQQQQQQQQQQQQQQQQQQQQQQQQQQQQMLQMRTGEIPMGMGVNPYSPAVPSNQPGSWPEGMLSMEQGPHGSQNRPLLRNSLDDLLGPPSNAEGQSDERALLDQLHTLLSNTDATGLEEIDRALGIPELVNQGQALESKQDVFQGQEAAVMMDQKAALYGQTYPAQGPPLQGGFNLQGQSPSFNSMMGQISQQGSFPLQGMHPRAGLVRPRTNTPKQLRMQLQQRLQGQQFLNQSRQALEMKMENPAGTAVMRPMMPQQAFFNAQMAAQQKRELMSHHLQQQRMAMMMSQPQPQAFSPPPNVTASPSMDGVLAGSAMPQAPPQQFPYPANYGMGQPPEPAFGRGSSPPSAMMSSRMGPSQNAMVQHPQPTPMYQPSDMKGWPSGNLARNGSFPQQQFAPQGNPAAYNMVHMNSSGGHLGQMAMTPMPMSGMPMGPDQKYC
HCV NS3 hel inh: inhibitors of Hepatitis C virus NS3 helicase; NS3 helicase DNA unwinding, Cy5 molecular beacon fluorescence; inhibition, % at 10.9 µM; 0.56% of 290,000 active; AID 1800;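 active means inhibition above the mean of all tested compounds plus 3 SD, set per campaign, cut at about 35% in these data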;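 further: 0% = DMSO wells and 100% = thioflavine S control wells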
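Assay system – hepatitis C virus NS3 helicase domain fragment enzyme · Buffer or medium – MOPS pH 6.5, MgCl2, DTT, Tween20, BSA · Reagent – Cy5/quencher beacon DNA duplex and ATP to start · Compound – single 10.9 µM dose · Timing – 1 h at 25 °C · Technique – Cy5 beacon fluorescence read at start and 1 h · Measure – % inhibition of unwinding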
IMP-1 inh: blocks Pseudomonas aeruginosa IMP-1 metallo-beta-lactamase; purified IMP-1, nitrocefin hydrolysis, epi-absorbance fluorescence; 0.45% of 290,000 active; inhibition, % at 5.6 µM;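 active means inhibition above the mean plus 3 SD of all compounds in the same screening run, cut at about 4.5% in these data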;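 further: 0% = IMP-1 with DMSO and 100% = DMSO wells lacking enzyme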
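System: Purified recombinant IMP-1 metallo-beta-lactamase enzyme | Measured by: Fluorescence quenching readout, ex 480/em 530 nm | Replication: Singlicate | Incubation: 15 min preincubation plus 25 min reaction at 25 °C | Evaluation: Percent inhibition from optical density relative to buffer-blank wells | Benchmarks: DMSO with and without IMP-1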
Starred values were filed as active, the others as inactive; ? = inconclusive; · = no result given; [ ] = another dose, or the depositor's remark. The list is partial. The share of hits here may be higher or lower than overall.

entry	mol	VIM-2 inhibitor	MEKK3 PB1 HTS	IDE act	PHOSPHO1 block	FID counter
1	O=C(CSc1nc(-c2ccc(F)cc2)nc2c1Cc1ccccc1O2)Nc1cccc(C(=O)O)c1	-1.6	106	1	-98	-6
2	O=C(Nn1cnnc1)c1cc(Br)ccc1Cl	-1.3	106	3	·	1
3	CCOC(=O)c1oc2cc(O)ccc2c(=O)c1-c1ccccc1OC	-1.9	100	-10	45	-13
4	COc1ccc(C(=O)C2CCCN(Cc3ccc(NC(C)=O)cc3)C2)cc1OC (stereo unspecified)	-1.9	106	-2	·	-3
5	COC(=O)C(CO)NC(=O)C1CCCN1C(=O)CNC(=O)OCc1ccccc1 (stereo unspecified)	-1.8	100	1	11	-1
6	Cc1ccc(CNS(=O)(=O)c2ccc3c(c2)CCN3C(=O)C2CCC2)cc1	1.2	99	-3	17	-26
7	CCc1ccc(NC(=S)NC2CC3CCCC(C2)N3Cc2ccccc2)cc1 (stereo unspecified)	-2.7	104	2	37	23
8	CCCOc1ccc(C(=O)O/N=C(\CC)c2ccc(C)cc2)cc1	-2.4	105	6	3	-4

entry	UBC9 SUMO inh	pCIP destab	HCV NS3 hel inh	IMP-1 inh
1	?	8	4	-1.5
2	5	-112	-4	-1.7
3	33	0	1	-4.8
4	11	3	4	-2.2
5	18	-16	-12	-1.5
6	7	-17	-3	-0.2
7	7	-8	-37	-4.9
8	-21	12	-3	-3.0

Following part.
entry	mol	VIM-2 inhibitor	MEKK3 PB1 HTS	IDE act	PHOSPHO1 block	FID counter
9	CC(=O)COc1ccc2c3c(c(=O)oc2c1C)CCCCC3	-5.7	113	-6	-25	-11
10	CS(=O)(=O)N1CCN(c2ccc([N+](=O)[O-])c3cccnc23)CC1	-2.8	105	3	28	3
11	CCCCC(NC(C)=O)c1nc2ccccc2n1CCCC (stereo unspecified)	0.4	·	1	52	-25
12	O=C(C1CCN(C2CCN(Cc3cccc4c3OCO4)CC2)CC1)N1CCOCC1	-2.9	98	-1	20	5
13	COc1cc(CNc2ncc(-c3ccc(Br)cc3)n2C)cc(OC)c1O	1.1	104	1	20	14
14	COc1cc(-c2n[nH]c(=O)o2)cc(OC)c1OC	1.8	94	5	-8	1
15	CCOC(=O)C1(Cc2ccccc2C)CCCN(C(=O)c2sccc2C)C1 (stereo unspecified)	0.5	100	-5	28	-48
16	CCOc1ccc(C2NC(=O)C(C#N)=C(S)N2c2ccc(OC)cc2)cc1OC (stereo unspecified)	0.1	87	0	-80	-6

entry	UBC9 SUMO inh	pCIP destab	HCV NS3 hel inh	IMP-1 inh
9	13	7	4	-1.1
10	11	-2	-2	-3.2
11	-11	-2	-5	1.0
12	-4	-19	-2	-1.8
13	-8	13	-5	2.2
14	19	-11	11	-1.2
15	-11	-10	-2	-1.9
16	-1	-1	7	1.8

Later entries:
entry	mol	VIM-2 inhibitor	MEKK3 PB1 HTS	IDE act	PHOSPHO1 block	FID counter
17	COc1ccc(F)cc1C(=O)C1CCCN(C(=O)c2ocnc2C)C1 (stereo unspecified)	-4.3	105	5	35	1
18	CCN1CCN(c2sc(S(C)(=O)=O)nc2S(=O)(=O)c2ccc(Cl)cc2)CC1	-2.9	94	-2	51	2
19	COc1cc2c(cc1NC(=O)c1cc(-c3ccncc3)nc3ccc(C)cc13)oc1ccccc12	-2.1	102	6	-28	-5
20	COC(=O)C1C(=O)c2c([nH]c(C(=O)OC3CCCCC3)c2C)CC1C (stereo unspecified)	-2.6	95	1	-3	-4
21	O=C(Nc1ccn(Cc2c(F)c(F)c(F)c(F)c2F)n1)c1cccc(Cn2cc([N+](=O)[O-])cn2)c1	-2.1	94	10	-21	1
22	CC1CN(C(=O)CCC(=O)NCCc2ccccc2)c2ccccc2O1 (stereo unspecified)	-0.8	101	4	-6	-27
23	C/C(=N/N1CCN(Cc2ccccc2)CC1)c1ccc(Br)cc1	-1.2	102	9	8	-6
24	CCCCOC(=O)Nc1ccccc1C(=O)N1CCCC1	-0.8	92	1	-7	-1

entry	UBC9 SUMO inh	pCIP destab	HCV NS3 hel inh	IMP-1 inh
17	11	-12	6	-2.5
18	9	-6	-10	-3.8
19	2	-7	-1	-3.1
20	-5	12	-2	-3.7
21	-5	-6	5	-4.7
22	16	2	17	-2.5
23	2	-13	-9	-3.6
24	6	-4	0	-3.5

More compounds.
entry	mol	VIM-2 inhibitor	MEKK3 PB1 HTS	IDE act	PHOSPHO1 block	FID counter
25	O=[N+]([O-])c1ccc(Cl)c(NC2=NCCCCC2)c1	-0.6	103	1	15	-3
26	COc1cc(NCCCC(C)N)c2ncccc2c1 (stereo unspecified)	0.0	98	-3	·	8
27	CCc1ccc2oc(C(=O)N3CCN(c4ccc(OC)cc4)CC3)cc(=O)c2c1	-1.6	107	-6	·	-39
28	CC1(C)CC(=O)c2cn3ncnc3nc2C1	-1.3	99	4	14	-5
29	COc1ccc(C)cc1NC(=O)C(OC(=O)CNC(=O)c1ccc(Br)cc1)c1ccccc1 (stereo unspecified)	-4.7	102	2	-3	-5
30	O=C1CCCc2c1cc(C(=O)Nc1ccc(Br)cn1)c(=O)n2-c1ccccc1	-7.6	98	-1	-15	-13
31	O=C(c1ccccc1)c1ccc(-n2ccnc2)c([N+](=O)[O-])c1	6.9	100	5	27	-12
32	CN(CCc1ccccn1)Cc1ccc(Cl)c(Cl)c1	-1.8	107	3	-14	8

entry	UBC9 SUMO inh	pCIP destab	HCV NS3 hel inh	IMP-1 inh
25	4	-3	5	-1.7
26	·	·	0	-2.0
27	15	-19	3	-2.5
28	7	-9	-7	-1.7
29	-12	-3	13	-4.3
30	18	-8	1	-6.3
31	9	-6	7	-0.6
32	0	-6	-14	-3.5

More compounds:
entry	mol	VIM-2 inhibitor	MEKK3 PB1 HTS	IDE act	PHOSPHO1 block	FID counter
33	CCOc1ccc(C2CC(=O)n3nc(C45CC6CC(CC(C6)C4)C5)nc3S2)cc1OC (stereo unspecified)	0.3	104	-4	84*	-36
34	O=C(O)CCCC(=O)Nc1ccc(OCc2nc3ccccc3s2)cc1	-4.2	98	-13	41	-34
35	COC(=O)c1[nH]c2c(c1C)C(=O)CC(c1ccc(C)cc1)C2 (stereo unspecified)	-2.1	102	9	-3	-5
36	O=C(CNC1CCCCC1)NN=C(c1ccccc1)c1ccccc1	-4.2	106	1	41	7
37	O=C(O)COc1c(F)c(F)c(C(F)(F)F)c(F)c1F	·	102	6	23	·
38	Cc1ccc(C)c(-n2cc(CN3CCNC(=O)CC3)c(-c3ccccc3)n2)c1	-4.4	103	4	10	-5
39	CCCCn1c(N)c(N(CCOC)C(=O)c2ccc(Cl)c(S(=O)(=O)N3CCCC3)c2)c(=O)[nH]c1=O	-0.1	107	3	43	-23
40	O=C(CSc1cccc[n+]1[O-])Nc1cccc(Oc2ccccc2)c1	-3.0	106	-2	44	-11

entry	UBC9 SUMO inh	pCIP destab	HCV NS3 hel inh	IMP-1 inh
33	-12	-2	-9	-0.1
34	-2	-12	5	-1.0
35	9	-16	-2	-2.1
36	36	-4	-17	-3.2
37	33	10	·	·
38	-7	-8	-2	-2.7
39	1	-6	4	-2.9
40	3	-2	6	-2.5

Of the compounds above, 6 have four or more nitrogen atoms:
entry	mol	VIM-2 inhibitor	MEKK3 PB1 HTS	IDE act	PHOSPHO1 block	FID counter
2	O=C(Nn1cnnc1)c1cc(Br)ccc1Cl	-1.3	106	3	·	1
10	CS(=O)(=O)N1CCN(c2ccc([N+](=O)[O-])c3cccnc23)CC1	-2.8	105	3	28	3
21	O=C(Nc1ccn(Cc2c(F)c(F)c(F)c(F)c2F)n1)c1cccc(Cn2cc([N+](=O)[O-])cn2)c1	-2.1	94	10	-21	1
28	CC1(C)CC(=O)c2cn3ncnc3nc2C1	-1.3	99	4	14	-5
38	Cc1ccc(C)c(-n2cc(CN3CCNC(=O)CC3)c(-c3ccccc3)n2)c1	-4.4	103	4	10	-5
39	CCCCn1c(N)c(N(CCOC)C(=O)c2ccc(Cl)c(S(=O)(=O)N3CCCC3)c2)c(=O)[nH]c1=O	-0.1	107	3	43	-23

entry	UBC9 SUMO inh	pCIP destab	HCV NS3 hel inh	IMP-1 inh
2	5	-112	-4	-1.7
10	11	-2	-2	-3.2
21	-5	-6	5	-4.7
28	7	-9	-7	-1.7
38	-7	-8	-2	-2.7
39	1	-6	4	-2.9

New compounds follow:
entry	mol	VIM-2 inhibitor	MEKK3 PB1 HTS	IDE act	PHOSPHO1 block	FID counter
41	COC(=O)c1cc(OC)c(OC)cc1NC(=S)N1CCN(C)CC1	-1.9	94	6	31	-2
42	CC1CC(C)CN(Cc2nc(N)nc(Nc3ccc4ccccc4c3)n2)C1 (stereo unspecified)	-3.4	100	-2	41	14
43	COc1ccc(NC(=O)C2CCCN(S(=O)(=O)c3cccnc3)C2)cc1 (stereo unspecified)	-1.2	105	4	-8	-10
44	Cc1ccc(NC(=O)NCCCN2CCCC2=O)cc1Cl	-0.8	102	3	19	-7
45	COc1ccc(CCNS(=O)(=O)c2ccc(F)cc2)cc1OC	-2.9	86	-4	-7	-19
46	COc1ccc(OC)c(CNC(=O)CCn2c(=O)c3cccn3c3ccc(F)cc32)c1	0.0	100	4	16	-16
47	Cc1ccc(S(=O)(=O)NC(Cc2ccccc2)C(=O)O)cc1 (stereo unspecified)	0.7	1.0*[inhibitor]	5	28	-4
48	CCOC(=O)CCCn1nc(C)n2c(cc3sccc32)c1=O	1.9	96	-2	-32	-11

entry	UBC9 SUMO inh	pCIP destab	HCV NS3 hel inh	IMP-1 inh
41	16	-7	1	-2.2
42	-3	-2	-82	-2.4
43	-5	-3	1	0.8
44	3	10	-3	-2.6
45	14	1	3	-2.5
46	17	-14	2	-1.8
47	12	-13	-10	-2.2
48	3	6	0	-2.3

Following part:
entry	mol	VIM-2 inhibitor	MEKK3 PB1 HTS	IDE act	PHOSPHO1 block	FID counter
49	COC(=O)NNC(=O)Cc1cccc2ccccc12	-1.8	97	3	-12	1
50	COc1ccccc1-n1c(Cc2cccs2)n[nH]c1=S	1.1	85	3	-91	-5
51	O=C(NCCc1ccccc1Cl)c1ccc2nc3ccccc3c(=O)n2c1	0.7	103	0	-3	-13
52	CC1CCCN(C(=O)C2CCN(S(=O)(=O)c3cccc4nonc34)CC2)C1 (stereo unspecified)	-0.9	105	3	36	-27
53	COc1cc(C(=O)N=C2SC3CS(=O)(=O)CC3N2c2ccccc2)cc(OC)c1OC (stereo unspecified)	-1.6	97	3	24	-3
54	COc1ccccc1CNCc1cccc(Oc2ccccc2)c1	-3.2	103	5	29	19
55	CC(C)Cc1nc(NCCN2CCOCC2)c(C#N)c2c1COC(C)(C)C2	-6.0	96	-2	9	6
56	Cc1ccc(Cl)cc1-c1ccc(/C=N/n2cnnc2)o1	27*	99	3	7	-13
57	CCOC(=O)NC1Cc2ccccc2C1Sc1ccccn1 (stereo unspecified)	-1.8	104	3	6	-29

entry	UBC9 SUMO inh	pCIP destab	HCV NS3 hel inh	IMP-1 inh
49	5	0	12	-2.5
50	10	-15	-4	-1.6
51	18	2	2	-1.3
52	-12	11	-2	-2.2
53	-3	8	10	-2.4
54	18	-2	-32	-2.6
55	4	6	-6	-3.8
56	11	-8	-1	0.1
57	6	-20	12	-1.8
